Statin myotox sup = suppressors of statin myotoxicity in C2C12 myotubes, primary screen, cell-based, single point, plate reader. C2C12 myotubes + simvastatin, ATP luminescence, 48 h; scaled: DMSO 0, geranylgeraniol control 100. rescue of ATP level, % at 7.49 µM. 330,000 tested, 0.78% active. AID 602340, 2012;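 active = mean ATP rescue above about 67%, or every replicate alone reaching that limit, limit read from the data, passing the limit was not always enough; inconclusive = no clear call, values can overlap the other calls; inactive = mean under the limit and some replicate under it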;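 note: myotubes were challenged with 10 µM simvastatin during compound exposure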
esBAF inh = Bmi1 luciferase reporter increase in mESCs, primary screen, esBAF inhibitor project, mouse ES cells, Bmi1 luciferase knock-in, single point | 24 h; 100% = twice the neutral-well signal | reporter increase, % at 12.5 µM | 350,000 tested, 2% active | AID 602393, 2012; in the data active = activation above about 40%; inconclusive = no clear call, values can overlap the other calls;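 note: 0% = median of the plate's neutral control wells and 100% = double that signal; a rise in the Bmi1 reporter signal indicates esBAF inhibition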
SIRT5 inh = SIRT5 desuccinylase inhibitors, primary screen, biochemical, fluorescence imaging, single point, set 5; NAD-dependent protein deacylase sirtuin-5, mitochondrial (Homo sapiens), Q9NXA8; Purified SirT5, succinyl-peptide AMC, trypsin-coupled fluorescence; inhibition, % at 15 µM; 330,000 tested, 1.1% active; AID 652115, 2013; in the data active = inhibition above about 15%; inconclusive = no clear call, values can overlap the other calls
Target sequence (Q9NXA8 whole entry, looked up): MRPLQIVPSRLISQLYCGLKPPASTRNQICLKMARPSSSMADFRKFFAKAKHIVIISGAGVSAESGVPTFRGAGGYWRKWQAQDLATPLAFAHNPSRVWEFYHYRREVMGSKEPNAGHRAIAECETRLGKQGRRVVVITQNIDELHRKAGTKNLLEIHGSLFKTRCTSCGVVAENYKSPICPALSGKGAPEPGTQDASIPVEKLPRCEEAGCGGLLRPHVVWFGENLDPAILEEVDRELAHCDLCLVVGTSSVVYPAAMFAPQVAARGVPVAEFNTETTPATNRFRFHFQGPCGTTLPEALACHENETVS
ARNT-TACC3 inh = disruptors of ARNT/TACC3 protein interaction, primary screen, biochemical, AlphaScreen, single concentration | inhibition, % at 9.99 µM | AlphaScreen His-ARNT PAS-B/GST-TACC3 binding, luminescence; TACC3 fragment carries E629A point mutation | Transforming acidic coiled-coil-containing protein 3 (Homo sapiens), Q9Y6A5 | AID 623870, 2012 | 390,000 tested, 0.66% active;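 active = mean inhibition of replicates at least 50% and at least half of replicates each reaching 50%; inconclusive = half or more replicates reach 50% but mean below 50%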;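 note: 0% = complete ARNT plus TACC3 wells and 100% = ARNT alone without TACC3; many hits fall short of the cut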
miR122 inh = miR-122 Renilla sensor signal increase in Huh7, primary screen, miR-122 inhibitor project, cell-based, single point, plate reader | Huh7 miR-122 Renilla luciferase sensor, 48 h; neutral wells = 0, positive control = 100 | activation (reporter increase), % at 12.5 µM | 340,000 tested, 0.3% active | AID 602342, 2012;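 active = mean replicate activation score at least 90 and every replicate individually at or above 90; inconclusive = only one of the two criteria met; inactive = neither criterion met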;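 note: higher luciferase means less miR-122 activity so hits act as miR-122 inhibitors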
Cneo AK release = Cryptococcus neoformans cell lysis inducers, primary screen, AK release luminescence, single concentration. C. neoformans lysis, adenylate kinase release luminescence, 4 h; normalised: neutral wells 0, clomiphene wells 100. lysis activity, % at 15 µM. 360,000 tested, 0.2% active. AID 651654, 2012;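 active = mean lysis activity across replicates of at least 80%, whatever share of replicates individually reach that level; inactive = mean lysis activity below 80%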
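Signal: Adenylate kinase release luminescence | Assay system: Log-phase Cryptococcus neoformans yeast cells | Input: Cells at 5 × 10^6 per mL | Buffer or medium: Fresh YPD growth medium | Compound: Single dose | Schedule: Static 4 h at 37 °C with compound, 1 h detection | Controls: Clomiphene | Read-out: Luminescence rise reflecting yeast cell lysis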
ERp5 inh = inhibitors of ERp5-driven insulin aggregation, primary screen, biochemical, turbidity, absorbance 650 nm, single point; inhibition, % at 9.99 µM; 90 min; Protein disulfide-isomerase A6 (Homo sapiens), Q15084; AID 651711, 2012; 350,000 tested, 0.05% active;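 active = mean replicate inhibition above about 25%, with every replicate also reaching it, limit read from the data, passing the limit was not always enough; inconclusive = only one of those two criteria met; inactive = neither criterion met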
Target sequence (Q15084 whole entry, looked up): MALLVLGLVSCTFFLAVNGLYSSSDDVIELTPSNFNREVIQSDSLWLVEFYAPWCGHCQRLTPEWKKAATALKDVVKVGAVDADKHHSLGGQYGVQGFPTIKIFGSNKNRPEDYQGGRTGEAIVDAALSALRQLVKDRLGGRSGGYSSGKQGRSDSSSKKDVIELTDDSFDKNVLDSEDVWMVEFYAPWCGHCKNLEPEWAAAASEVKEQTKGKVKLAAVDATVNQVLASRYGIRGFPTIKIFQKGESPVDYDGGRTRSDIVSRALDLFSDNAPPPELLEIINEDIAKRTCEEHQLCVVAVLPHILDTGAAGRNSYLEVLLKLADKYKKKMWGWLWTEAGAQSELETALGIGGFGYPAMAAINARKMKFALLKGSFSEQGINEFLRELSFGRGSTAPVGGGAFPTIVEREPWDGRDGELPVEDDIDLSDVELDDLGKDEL
Active calls of the source: *; ? = inconclusive; . = not tested or not shown; [ ] = dose if it differs, or a comment.

SMILES	Statin myotox sup	esBAF inh	SIRT5 inh	ARNT-TACC3 inh	miR122 inh	Cneo AK release	ERp5 inh
COc1ccc(NC(=O)Nc2ccc3c(c2)C(=O)N([C@@H](C)CO)C[C@@H](C)[C@@H](CN(C)C(=O)NC(C)C)OCCCC[C@@H](C)O3)cc1	.	0	-1	-4	2[16.7 µM]	5	-7
COC(=O)Nc1ccc(S(=O)(=O)N(CCO)CC(F)(F)C(F)F)cc1	3	4	.	2	0	4	.
Cc1[nH]nc(-c2ccc(O)cc2O)c1-c1nc2ccccc2s1	.	.	8	-1	.	.	-1
CNc1oc(-c2ccc(F)cc2)nc1S(=O)(=O)c1ccccc1	3	3	-2	6	2	1	2
COc1cc(-c2cnc3c(NC=O)cc(-c4ccc(N5CCN(C)CC5)cc4)cn23)cc(OC)c1OC	-11	1	-1	.	-4	-5	0
CC(=O)c1cccc(NS(=O)(=O)c2cc(-c3cnc(C4CC4)o3)ccc2C)c1	-96	-8	0	2	?	0	.
CC(C)CCNC(=O)C(c1ccco1)N(CCCO)C(=O)Cn1nnc(-c2ccc(F)cc2)n1 (stereo unspecified)	.	.	-3	-1	.	.	-8
Cc1ccc(C2=NN(S(C)(=O)=O)C(c3ccc4nccnc4c3)C2)cc1 (stereo unspecified)	.	.	3	-12	.	.	7
O=C(Nc1cc(C(F)(F)F)ccc1N1CCOCC1)C1Cc2ccccc2CN1C(=O)c1ccco1 (stereo unspecified)	-6	-12	.	8	13	5	.
O=C(O)CC(NC(=O)c1cccc(F)c1)c1ccc(OC2CCCC2)cc1 (stereo unspecified)	4	-2	-1	-11	-1	0	0
Cc1noc(C)c1S(=O)(=O)N(C)C[C@@H]1Oc2ccc(NC(=O)Cc3ccccc3)cc2CC(=O)N([C@@H](C)CO)C[C@@H]1C	-6	-11	.	-2	-3[16.7 µM]	-4	.
CCN1CCN(S(=O)(=O)c2ccc(OC)c(Br)c2)CC1	25	-7	.	3	8	15	.
CCOC(=O)c1cccc(NS(=O)(=O)c2c(C)[nH]c(=O)[nH]c2=O)c1	-4	-3	.	3	-2	0	.
COc1ccc(S(=O)(=O)N(C)C[C@@H]2Oc3ccc(NC(=O)Nc4ccc5c(c4)OCO5)cc3C(=O)N([C@H](C)CO)C[C@H]2C)cc1	.	-2	6	2	-3[16.7 µM]	0	9
O=C(CSc1ccc(-c2ccc(-n3cccn3)cc2)nn1)Nc1ccccc1F	.	.	-1	-1	.	.	-2
CC(C)CC(=O)Nc1ccccc1N1CCCC1	.	.	-2	-12	.	.	-1
COc1cc(NC(=O)C2CC(=O)N(CCc3ccccc3)C2)cc(OC)c1 (stereo unspecified)	-1	-1	15	1	-4	-2	0
C=CCOC(=O)C1=C(C)NC(SCC(=O)Nc2ccc(C)c(Cl)c2)=C(C#N)C1c1ccco1 (stereo unspecified)	-22	-7	.	-7	4	4	.
O=C(CSc1nc2ccc(NC(=O)c3ccccc3C(=O)O)cc2s1)Nc1ccc(F)c([N+](=O)[O-])c1	-7	0	-1	.	-6	0	-3
COc1cccc(C#Cc2ccc3c(c2)O[C@@H](CN(C)C(=O)c2ccccn2)[C@H](C)CN([C@@H](C)CO)S3(=O)=O)c1	3	7	-2	1	8[16.7 µM]	-2	-5
O=C(C[C@@H]1CC[C@@H]2[C@H](COC[C@H](O)CN2Cc2cc(F)cc(F)c2)O1)NCc1cccc(F)c1	10	-2	3	7	9[16.7 µM]	0	-2
CN(C)CCOC(=O)C12CC3CC(C1)CC(C(=O)OCCN(C)C)(C3)C2	.	.	-4	7	.	.	-9
O=C(CCN1C(=O)[C@H]2CC=CC[C@H]2C1=O)NCc1nc(-c2ccc(Cl)cc2)no1	17	6	-3	6	-6	-1	-7
CC(=O)Nc1ccc(-c2csc(NNC(=O)c3ccccc3)n2)cc1	.	.	-4	-2	.	.	-2
Cc1noc(C)c1CSc1ccccc1C(=O)N1CCN(c2ccccc2)CC1	1	0	.	.	1	1	.
COc1cccc(OCc2nc3ncc(Br)cc3[nH]2)c1	-56	34	.	1	16	5	.
COc1ccc(NC(=O)CNC(=O)c2nn(-c3ccc(OC)c(Cl)c3)c(=O)c3ccccc23)c(OC)c1	-8	-2	-1	-8	.	2	2
CCn1c(SCC(=O)OC)nnc1-c1c[nH]c2ccccc12	3	-10	-1	1	1	.	-11
C[C@H](CO)N1C[C@H](C)[C@@H](CN(C)C)Oc2c(NC(=O)Nc3ccc(F)cc3)cccc2C1=O	-18	1	-4	-2	3[16.7 µM]	-2	-3
CC(C)CNC(=O)COc1ccc(Sc2ccc(OCC(=O)NCC(C)C)cc2)cc1	-6	2	.	.	-2	8	.
CC(C)OCCCNC(=S)N1CCC(C(=O)c2ccc3c(c2)OCCO3)CC1	.	.	27*	4	.	.	6
CN(C)CCCn1cnc2c(c1=N)C(c1ccccc1)c1ccc3ccccc3c1O2 (stereo unspecified)	-8	-86	-1	16	-32	2	0
CCCCNS(=O)(=O)c1ccc2nc(-c3cccnc3)cc(C(=O)NC(C)CC)c2c1 (stereo unspecified)	-3	-2	1	-1	?	-1	2
Cc1ccc(S(=O)(=O)N2CCN(C(=O)CN3C(=O)NC(C)(CCC(C)C)C3=O)CC2)c(C)c1 (stereo unspecified)	0	-1	-2	-3	-5	-2	1
COc1ccc(-n2nc(C(=O)NCC(=O)NCC3CCCO3)c3ccccc3c2=O)cc1 (stereo unspecified)	-4	-3	.	0	2	-1	.
O=S1(=O)CCO[C@H]2Cc3ccccc3[C@H]2N1Cc1ccccc1Br	2	-2	-3	3	2	0	0
CCOC1=C2[C@H](c3ccc(Cl)cc3)N(S(=O)(=O)c3ccc(C)cc3)C[C@H]2n2c(=O)n(-c3ccccc3)c(=O)n2C1	-3	3	2	.	58	1	2
C[C@@H]1CN([C@H](C)CO)C(=O)c2cc(C#C[C@@H](C)O)cnc2O[C@@H]1CN(C)Cc1ccccn1	1	-2	-3	5	-9[16.7 µM]	-4	-1
Cc1cccc(S(=O)(=O)N(C)C[C@H]2OCc3ccccc3-c3c(n(C)c4ccccc34)C(=O)N([C@H](C)CO)C[C@H]2C)c1	61	9	18*	23	.	0	-4
C[C@@H]1CN([C@H](C)CO)C(=O)c2cccc(NC(=O)C3CCCCC3)c2O[C@H]1CN(C)C(=O)Nc1ccc(C(F)(F)F)cc1	-14	5	-4	-2	-7[16.7 µM]	0	2
CCOc1ccc(CCN2C(=S)N([C@@H](CC(C)C)CN3CCC[C@@H]3CN3C(=S)NC[C@@H]3Cc3ccccc3)C[C@@H]2Cc2ccc(O)cc2)cc1	-9	-1	.	.	-2	0	-2
COc1ccc(CNc2ncc(-c3ccc(Cl)cc3)n2C)c(OC)c1OC	-7	0	-5	13	.	0	3
O=C(CSc1nnc(-c2ccc3c(c2)OCO3)n1-c1ccccc1)c1ccc(Cl)cc1	.	.	.	-3	4	3	.
CCOC(=O)c1nnn(CC(=O)NC(=O)Nc2ccc(F)cc2)c1C(=O)OCC	14	0	-1	-9	-3	.	-5
Cc1ccc(S(=O)(=O)N(C)C[C@H]2Oc3ccc(NC(=O)NC4CCCCC4)cc3C(=O)N([C@H](C)CO)C[C@@H]2C)cc1	-104	-1	9	-2	-4[16.7 µM]	-1	4
Cn1nc(C(=O)OCC(=O)NCc2ccc(Cl)cc2Cl)c2ccccc2c1=O	-5	-4	0	.	-3	4	12
COc1cccc(-c2ccc3c(c2)N(Cc2ccc(F)cc2)C(=O)C(C)S3)c1 (stereo unspecified)	0	-2	.	.	2	1	1
Cc1ccc(F)cc1NC(=O)N1CCN(C2c3ccccc3-c3ccccc32)CC1	.	.	0	5	.	.	2
NNC(=O)CCN(Cc1ccco1)S(=O)(=O)c1ccc(Cl)cc1	-1	-2	-1	-3	.	.	0
COc1cc([N+](=O)[O-])cc(/C=N/NC(=O)c2ccc(NC(=O)c3ccc(C)cc3)cc2)c1O	-387	-85	-7	-4	-5	.	-11
C[C@H]1CN([C@@H](C)CO)S(=O)(=O)c2ccc(-c3cccnc3)cc2O[C@H]1CN(C)Cc1cncnc1	3	8	1	1	-7[16.7 µM]	-4	1
COc1cc(F)ccc1-c1csc(C(C)(O)c2ccccc2)n1 (stereo unspecified)	21	-6	-1	.	-3	1	-3
COc1ccc(S(=O)(=O)N(C)C[C@@H]2Oc3ccc(NC(=O)NC4CCCCC4)cc3C(=O)N([C@@H](C)CO)C[C@@H]2C)cc1	-125	1	-1	-1	-5[16.7 µM]	0	-8
Cc1ccc(S(=O)(=O)Nc2cccc(N(C)S(C)(=O)=O)c2)cc1[N+](=O)[O-]	.	.	-6	0	14	.	-1
COc1cc(NC(=O)CN2C(=O)CSc3ccc(S(=O)(=O)N4CCCC4)cc32)cc(OC)c1	-5	-1	-4	18	-5	-2	-1
CCOC(=O)Cc1c(C)nc2c(-c3ccc(Cl)cc3)c(C)[nH]n2c1=O	-1	-10	-5	3	-2	0	-1
COc1cccc(/C=N/NC(=O)CNC(=O)/C=C\c2ccccc2)c1O	2	-1	-4	2	2	0	3
CN(C)S(=O)(=O)N1CCc2ccc(NC(=O)c3ccc(C(F)(F)F)cc3)cc2C1	-22	?	-1	2	-3	-8	1
CCCNC(=O)N(C)C[C@@H]1Oc2ncc(C#CCC(C)C)cc2C(=O)N([C@H](C)CO)C[C@H]1C	-4	-2	-4	0	-4[16.7 µM]	1	6
Cc1ccccc1NC(=O)c1ccc(C)c(S(=O)(=O)N2CCN(C)CC2)c1	-1	7	-1	-9	-6	-4	0

The listing continues:
SMILES	Statin myotox sup	esBAF inh	SIRT5 inh	ARNT-TACC3 inh	miR122 inh	Cneo AK release	ERp5 inh
Cn1c(=O)c2c(nc(SCc3cccnc3)n2Cc2ccccc2)n(C)c1=O	37	-5	.	-1	-6	3	.
Cc1nnc2sc(-c3cccc(NC(=O)c4cccnc4)c3)nn12	27	-2	.	1	-3	-5	.
Cc1cc(C)c(C)c(S(=O)(=O)NCC(=O)N2CCCC2)c1C	115*	-3	.	3	76	-1	.
CCOC(=O)c1ccc(NC(C)=O)c([N+](=O)[O-])c1	8	-1	-6	-5	1	0	2
CSCCC(NC(=O)c1ccc(Cl)cc1)C(=O)OCC(C)=O (stereo unspecified)	.	.	-1	-14	.	.	-6
NCC[C@@H]1CC[C@@H](NC(=O)Nc2ccc(F)cc2)[C@H](CO)O1	-2	-2	0	-10	.	56	3
CCCNC(=O)c1ccc2snnc2c1	.	0	.	11	6	1	.
S=C(NCc1cccnc1)Nc1cc(Cl)cc(Cl)c1	.	.	0	-14	.	.	4
C=C(C)C(COc1c2occc2cc2ccc(=O)oc12)OC(C)(C)C(O)COc1c2occc2cc2ccc(=O)oc12 (stereo unspecified)	-16	9	1	8	0	0	-2
O=S(=O)(c1ccc(Cl)nc1)N1CCCCC1	-1	-1	-3	-16	-5	23	2
Cc1ccc(/C=C/C(=O)c2ccccc(=O)c2O)cc1C	.	.	5	-5	.	.	-1

Entries of single compounds from above. Screens in order: Statin myotox sup | esBAF inh | SIRT5 inh | ARNT-TACC3 inh | miR122 inh | Cneo AK release | ERp5 inh
`COc1cccc(OCc2nc3ncc(Br)cc3[nH]2)c1` in the list: -56 | 34 | . | 1 | 16 | 5 | .
`Cc1ccc(F)cc1NC(=O)N1CCN(C2c3ccccc3-c3ccccc32)CC1` in the list: . | . | 0 | 5 | . | . | 2

Screens: PubChem BioAssay, Broad Institute

Compounds as they come, and some 4% of all compounds hit somewhere here.
